# Bioassay records from PubChem.
# NALP1 yeast inh – NALP1 inflammasome inhibitors in reconstituted yeast, colorimetric, S. cerevisiae, triplicate retest | S. cerevisiae NALP1/ASC/caspase-1 growth, X-gal OD620, 72 h | inhibition, % at 10 µM | 280,000 compounds, 0.61% hits; in the data active = inhibition mostly above about 24%, no sharp cut-off; inactive = mostly below about 32%; note: some compounds called inactive have numbers as strong as hits
# MEKK3 PB1 HTS – modulators of MEKK3-MEK5 PB1 binding, primary screen, biochemical, wildtype MEKK3, multiplex bead flow cytometry, Alexa488-MEK5. Mitogen-activated protein kinase kinase kinase 3 (Homo sapiens), Q99759. bead-based flow cytometry, Alexa488-MEK5 binding to MEKK3; actives lie on both sides; 0 = blocked by unlabeled MEK5, 100 = vehicle. binding response (% of control), % at 10 µM. 290,000 compounds, 1.4% hits. AID 1529, 2009;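 active = binding response more than 3 SD above or below the average of its plate-row segment, actives on both sides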;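 note: Alexa488 bead fluorescence after subtracting the streptavidin-only scavenger bead signal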
# OXTR ag – human OXTR agonists, primary screen, fluorescence, CHO-OTR cells, Fluo-8 calcium; activation, % at 3 µM; AID 2435, 2010; 320,000 compounds, 0.32% hits; Fluo-8 calcium fluorescence; normalized: DMSO 0%, oxytocin 100%; Oxytocin receptor (Homo sapiens), P30559;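 active = activation above the mean of all tested compounds plus 3 SD, cutoff set per screening run, cut at about 20% in these data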;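 note: peak over basal fluorescence ratio from a 100 s FLIPR kinetic read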
# GPR7 antag – GPR7 receptor antagonists, primary screen, cell-based, fluorescence, single concentration; AID 1861, 2009; 290,000 compounds, 1.1% hits; inhibition, % at 4.4 µM; GPR7-expressing cells, fluorescence antagonist assay; in the data active = inhibition above about 16%, passing the limit was not always enough;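 note: cells stimulated with the agonist NPW; 0% = agonist with vehicle and 100% = vehicle without agonist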
# Target sequence (P48145 whole entry, looked up): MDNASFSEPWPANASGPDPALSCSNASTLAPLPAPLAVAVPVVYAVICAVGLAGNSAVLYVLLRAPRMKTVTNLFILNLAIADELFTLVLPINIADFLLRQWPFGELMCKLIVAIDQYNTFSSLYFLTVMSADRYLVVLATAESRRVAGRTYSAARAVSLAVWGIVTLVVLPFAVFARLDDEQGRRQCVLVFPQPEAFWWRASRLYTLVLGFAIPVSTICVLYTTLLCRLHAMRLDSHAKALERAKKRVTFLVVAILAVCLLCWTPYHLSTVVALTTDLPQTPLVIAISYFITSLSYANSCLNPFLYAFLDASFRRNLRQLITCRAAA
# GalR3 antag – GalR3 antagonists in HEK293 cells, primary screen, cell-based, fluorescence readout; inhibition, % at 3 µM; AID 651719, 2012; 360,000 compounds, 0.44% hits; HEK293 GalR3-CNG cAMP membrane potential fluorescence; galR3 body fused to GalR1 C-terminus; Galanin receptor type 3 (Homo sapiens), O60755;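 active = inhibition above the screen-wide average plus 3 SD, cut at about 13% in these data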;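 note: forskolin and galanin both at EC90 stimulate the cells; cAMP rise reported by CNG channel membrane potential dye signal; 0% = forskolin plus galanin with DMSO and 100% = forskolin alone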
# MEKK2wt PB1 HTS – modulators of MEK5 binding to wildtype MEKK2, primary screen, biochemical, multiplex bead flow cytometry, Alexa488-MEK5; 290,000 compounds, 1.1% hits; Mitogen-activated protein kinase kinase kinase 2 (Homo sapiens), Q9Y2U5; binding response (% of control), % at 10 µM; Alexa488-MEK5 binding to MEKK2 WT; actives lie on both sides; in the data active = binding response below about 67% or above about 130%
# MEKK2 mut-MEK5 – MEK5 binding signal on mutant MEKK2 PB1, primary screen, biochemical, multiplex bead flow cytometry, Alexa488-MEK5; percent response, % at 10 µM; Alexa488-MEK5 binding to MEKK2 mutant; AID 1530, 2009; 290,000 compounds, 0.35% hits; in the data active = percent response above about 24%, passing the limit was not always enough; note: inactives centre near 1; some results filed as inactive read as strong as hits; reference of the scale not given here
# V1aR counter – agonists of human V1a receptor, primary screen, counter-screen for OXTR agonist project, fluorescence, CHO-V1R cells; Fluo-8 calcium fluorescence, agonist mode; 0% DMSO, 100% 3 nM vasopressin; activation, % at 3 µM; 320,000 compounds, 0.25% hits;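 active = activation above the mean activation of all tested compounds plus 3 SD, per screening run, cut at about 20% in these data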;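 note: signal is peak over basal fluorescence ratio across a 100 second FLIPR read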
# Target sequence (P37288 whole entry, looked up): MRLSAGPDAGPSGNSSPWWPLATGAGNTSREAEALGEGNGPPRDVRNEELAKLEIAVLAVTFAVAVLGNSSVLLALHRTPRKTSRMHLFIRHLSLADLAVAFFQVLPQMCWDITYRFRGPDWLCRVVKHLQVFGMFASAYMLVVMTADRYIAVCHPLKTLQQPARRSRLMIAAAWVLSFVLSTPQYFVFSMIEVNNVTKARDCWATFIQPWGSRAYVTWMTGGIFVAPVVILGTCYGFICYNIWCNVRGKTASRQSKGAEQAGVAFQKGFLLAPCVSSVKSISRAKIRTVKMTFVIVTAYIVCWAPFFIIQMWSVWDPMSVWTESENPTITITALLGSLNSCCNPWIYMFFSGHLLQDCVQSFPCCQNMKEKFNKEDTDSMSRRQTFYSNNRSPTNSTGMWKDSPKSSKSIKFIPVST
# PHOSPHO1 block – PubChem AID 1565 | 290,000 compounds, 1.1% hits | inhibition, % at 13.3 µM | recombinant PHOSPHO1, absorbance phosphatase assay | Phosphoethanolamine/phosphocholine phosphatase (Homo sapiens), Q8TCT1; in the data active = inhibition above about 60%
# Target sequence (Q8TCT1 whole entry, looked up): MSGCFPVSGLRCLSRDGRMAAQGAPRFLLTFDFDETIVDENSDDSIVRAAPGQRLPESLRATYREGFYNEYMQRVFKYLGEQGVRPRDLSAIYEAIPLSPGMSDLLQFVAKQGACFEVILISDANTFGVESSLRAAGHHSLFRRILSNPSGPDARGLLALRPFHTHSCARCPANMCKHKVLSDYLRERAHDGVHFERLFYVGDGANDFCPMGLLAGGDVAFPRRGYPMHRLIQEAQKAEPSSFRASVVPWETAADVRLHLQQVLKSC
# * = called active by the depositor; · = not tested or not shown; [ ] = remark or other dose.
SMILES,NALP1 yeast inh,MEKK3 PB1 HTS,OXTR ag,GPR7 antag,GalR3 antag,MEKK2wt PB1 HTS,MEKK2 mut-MEK5,V1aR counter,PHOSPHO1 block
CCC(=O)N(Cc1cc2cc(OC)ccc2[nH]c1=O)c1cc(C)ccc1C,10,99,0.5,-1,-8,99,0,1.0,6
Cc1cccc(NC(=O)CN(C)S(=O)(=O)c2cccc3cccnc23)c1C,·,91,-1.1,-6,-6,91,-6,1.4,51
CC(C)(C)c1ccc(-c2nc3n(c(=O)c2C#N)CCS3)cc1,-4,97,0.5,-6,-3,96,-6,0.6,-5
O=C1c2ccccc2C(=O)N1CCOc1ccc(F)cc1,6,102,-0.5,-3,-3,99,1,0.1,29
COc1c(C(=O)NNC(=O)c2ccccc2)csc1Br,21,93,0.6,-13,-3,90,-19,0.9,-6
COC(=O)c1c(NC(=O)CN2CCCc3ccccc32)sc(C)c1C,21,101,-1.7,0,-1,99,-2,-0.6,-10
O=C(O)c1cc(S(=O)(=O)N(Cc2ccccc2)c2ccccc2)ccc1Cl,6,105,0.1,11,-10,102,5,1.7,1
COc1ccc(N2CCN(C(=O)c3ccc4c(Cl)c5c(nc4c3)CCCC5)CC2)cc1,28,108,-2.1,-11,·,98,10,-0.6,-4
CSC[C@H](NC(=O)COc1cc2c(c3oc(=O)c(C)c(C)c13)CCC(C)(C)O2)C(=O)O,6,101,1.2,-10,-7,101,2,1.1,5
CCCOc1ccc(/C=C/C(=O)Nc2ccc([N+](=O)[O-])cc2C)cc1OC,0,98,-0.2,2,-3,101,3,19,36
Cc1cc(C)n2nc3nc4c(cc3c2n1)CCCC4,16,101,0.8,-2,-6,101,-1,0.7,98*
CCc1ccc(C(=O)c2cncc(Br)c2)cc1,·,98,-2.8,-7,-2,96,-3,-0.5,-6
O=c1c2c([nH]n1-c1ccccc1)CCSC2,-6,102,1.8,-18,-8,105,0,0.3,·
OC(c1cccc(OCc2ccccc2)c1)c1nnc(-c2ccccc2)o1 (configuration not stated),20,112,12,3,-6,110,3,12,-7
Cc1cc(Nc2ccc(C(=O)O)cc2)nc(N)n1,16,104,1.4,-18,-6,102,2,-1.0,-1
C#CCOCCOCCOCCNc1nc(N2CCN(C(=O)[C@H](CCC(=O)O)n3cc(C(N)CC(C)C)nn3)CC2)nc(N2CCN(C(=O)[C@H](Cc3cc4ccccc4[nH]3)n3cc(C(N)CC(C)C)nn3)CC2)n1 (some centres not stated),4,98,0.5,-20,·,107,8,0.3,14
CC(C)(C)c1cn(-c2ccccc2)c(=S)[nH]1,12,98,-0.9,-6,-2,99,-2,-0.3,76*
CCN(C1CCCCC1)S(=O)(=O)c1cn(C)c(=O)n(C)c1=O,·,115,-0.3,-12,·,121,13,0.7,3
Cc1c(N2C(=O)C(C)SC23C(=O)Nc2ccccc23)c(=O)n(-c2ccccc2)n1C (configuration not stated),3,102,0.4,-16,-4,105,2,0.8,9
COc1cc(NC(=O)CSCC(=O)Nc2cc(OC)cc(OC)c2)cc(OC)c1,·,91,1.6,-3,·,85,-18,0.5,-10
Cc1ccc(CNCc2ccc3c(c2)OCO3)cc1,5,101,-0.6,-4,-3,100,-4,1.8,9
CC(=O)N1N=C(c2ccccc2O)OC1(C)CC(=O)Nc1ccccc1 (configuration not stated),·,98,-2.1,3,-10,102,-3,-0.2,9
COc1ccc(NC(=O)c2ccc(S(=O)(=O)N(C)c3ccccc3)cc2)cn1,·,108,7.6,-9,-6,105,0,12,19
COC(=O)c1ccc(Oc2cc(C)nc(Cl)n2)cc1,12,89,0.4,-4,-5,92,-1,0.8,12
CCCC(=O)OCC(=O)Nc1ccc(OC(F)F)cc1,4,100,-0.9,16,-2,101,-2,0.2,12
CC(=O)Oc1c(C)c(=O)n(C)c2ccccc12,21,99,-0.8,10,4,99,0,1.3,-4
Cc1cccc(N2C(=O)CCC2=O)c1,16,93,0.6,11,-1,102,0,-0.1,-8
Cc1nc2cc(NC(=O)COc3ccccc3C#N)ccc2n1-c1ccccc1,5,103,0.8,10,0,107,1,4.2,2
O=C(NCCn1c(C(F)(F)F)nc2cc(C(F)(F)F)ccc21)[C@H]1CCCN1c1nc(CN2CCCCC2)cs1,17,102,4.4,-3,·,109,1,6.3,25
CCNC(=S)Nn1cnc2ccccc21,·,92,-0.1,-5,4,92,-11,0.2,14
COc1ccc(CCN2CC(C(=O)NCc3cc(C)on3)CCC2=O)cc1 (configuration not stated),6,106,·,-9,0,101,7,·,41
COc1ccc(-n2nc(C(=O)NCC(=O)N(C)Cc3ccccc3)c3ccccc3c2=O)cc1OC,-8,105,-1.5,-6,-9,104,9,-1.5,35
CC(C)CC(C(=O)OCC(=O)c1c(N)n(C)c(=O)n(C)c1=O)N1C(=O)C2CC=CCC2C1=O (configuration not stated),10,102,0.4,-16,-4,93,-5,-0.4,-13
O=C(O)/C=C/C(=O)Nc1ccc2nccnc2c1,10,105,0.5,4,6,102,-3,1.6,16
CC1CC(C)CN(S(=O)(=O)c2ccc(C(=O)N(c3ccccn3)C3CCCCC3)cc2)C1 (configuration not stated),3,104,-2.5,6,-10,103,6,-1.5,-2
CCOc1cc(C2Nc3ccccc3NC3=C2C(=O)CC(C)(C)C3)ccc1OC(C)=O (configuration not stated),-18,102,0.0,1,-2,106,9,0.5,·
CC(C)C(=O)NCCc1nc2ccccc2n1CCc1ccccc1,8,105,-0.2,-5,-2,102,2,0.0,53
S=C(Nc1ccc(Cl)cc1)N1CCCCC1,15,105,0.4,-1,-2,108,0,1.3,-40
COc1ccc(-c2[nH]nc3c2C2(C(=O)N(CC(=O)O)c4ccccc42)C(C#N)=C(N)O3)cc1OC (configuration not stated),12,95,-0.2,-8,-4,99,0,0.8,-7
COc1cccc(C2C=C(Nc3ccccc3)C(=O)N2c2ccccc2)c1 (configuration not stated),17,113,2.6,2,-6,109,1,2.5,-14
CNS(=O)(=O)c1ccc2c3c(cccc13)C(=O)N2C,12,104,-0.1,-12,-6,104,5,-0.6,39
CC(C)Cn1cc(C(=O)N2CCOCC2)c2c3ccccc3n(C)c2c1=O,10,100,-0.3,-4,-6,105,6,-0.3,6
Cc1cccc(N(C(=O)c2csnn2)C(C(=O)NC(C)(C)C)c2cccs2)c1 (configuration not stated),4,104,-1.1,-4,-4,105,4,-1.0,22
O=C(CC1CCCCC1)NCc1ccccn1,15,122*,-0.5,-14,-5,122,6,1.2,33
CC(=O)NC1=NN(C(C)=O)C(c2ccc(C)cc2)S1 (configuration not stated),10,95,0.3,-5,-2,95,-9,0.5,33
Cc1ccc(SC[C@H](C)CN2CC[C@H](C)CCC2=O)cc1,10,101,-1.7,-6,-1,99,-2,-1.1,26
O=C(NCc1ccc2c(c1)OCO2)c1ccc2c(c1)S(=O)(=O)c1ccccc1C2=O,·,104,0.1,·,0,102,1,-0.5,·
CCc1cccc2c(C(=O)COC(=O)/C=C/c3ccccc3OC)c[nH]c12,17,101,0.0,-7,-8,124,19,0.8,4
COc1cccc(-c2nnc(SCc3nc4ccccc4s3)n2C)c1,3,99,-1.1,-4,0,99,-1,-0.8,30
CCn1cc(/C=C(\NC(=O)c2ccccc2)C(=O)N2CCOCC2)c2ccccc21,-1,100,·,-3,3,100,-1,·,26
# (further entries)
SMILES,NALP1 yeast inh,MEKK3 PB1 HTS,OXTR ag,GPR7 antag,GalR3 antag,MEKK2wt PB1 HTS,MEKK2 mut-MEK5,V1aR counter,PHOSPHO1 block
CCOC(=O)c1c(C)n(C)c2cc(Br)c(C)cc12,7,107,-1.3,-15,-1,104,5,0.2,9
COC(=O)c1cc(S(=O)(=O)NC2CCCCC2)cn1C,8,102,0.4,-11,-8,106,2,-0.8,24
CCOc1ccc(C(=O)NCC(c2cccs2)N(C)C)cc1OCC (configuration not stated),22,70*[inhibitor],-1.5,-7,0,94,-2,0.6,8
Cc1nn(CC(=O)NCCCN2CCOCC2)c(C)c1[N+](=O)[O-],31,101,2.9,-10,-8,103,1,0.0,-22
Cn1nc(C(=O)Nc2ccc(S(=O)(=O)N3CCCCC3)cc2)ccc1=O,-12,103,7.2,-2,-1,110,3,4.3,7
O=C(CNCc1ccccc1Cl)Nc1ccc2c(c1)OCCO2,15,98,2.4,11,2,91,-5,1.8,27
Cc1ccc(NC(=O)C(=O)NCc2ccco2)c(C)c1,-2,99,-2.5,3,0,94,-7,-1.1,24
O=C(CSCc1cccc(Cl)c1)N/N=C/c1ccc(OCC(=O)N2CCCCC2)cc1,0,105,12,15,-1,99,5,7.5,56
O=C(/C=C/c1ccc(OCCCF)cc1)N1CCN(Cc2ccccc2)CC1,20,95,2.0,6,-11,102,4,3.4,16
O=C1[C@@H]2C(c3cccnc3)=NO[C@@H]2C(=O)N1c1ccc(Cl)cc1Cl,2,86,2.2,-11,-8,83,-9,0.7,23

# Complete entries as entered above. Values in the order: NALP1 yeast inh	MEKK3 PB1 HTS	OXTR ag	GPR7 antag	GalR3 antag	MEKK2wt PB1 HTS	MEKK2 mut-MEK5	V1aR counter	PHOSPHO1 block
# Shown for O=C(CSCc1cccc(Cl)c1)N/N=C/c1ccc(OCC(=O)N2CCCCC2)cc1 = 0	105	12	15	-1	99	5	7.5	56
# Shown for Cn1nc(C(=O)Nc2ccc(S(=O)(=O)N3CCCCC3)cc2)ccc1=O = -12	103	7.2	-2	-1	110	3	4.3	7
# Shown for CCOC(=O)c1c(C)n(C)c2cc(Br)c(C)cc12 = 7	107	-1.3	-15	-1	104	5	0.2	9
# Shown for Cc1ccc(NC(=O)C(=O)NCc2ccco2)c(C)c1 = -2	99	-2.5	3	0	94	-7	-1.1	24
# Shown for CCOc1ccc(C(=O)NCC(c2cccs2)N(C)C)cc1OCC (configuration not stated) = 22	70*[inhibitor]	-1.5	-7	0	94	-2	0.6	8

# (listing goes on)
SMILES,NALP1 yeast inh,MEKK3 PB1 HTS,OXTR ag,GPR7 antag,GalR3 antag,MEKK2wt PB1 HTS,MEKK2 mut-MEK5,V1aR counter,PHOSPHO1 block
Cc1c(NC(=O)C(C)Sc2ccccc2)c(=O)n(-c2ccccc2)n1C (configuration not stated),-2,91,-0.4,-4,2,92,-7,0.7,-4
O=C(Nc1ccc(Nc2ccncc2)cc1)c1ccc([N+](=O)[O-])cc1,10,98,0.6,-11,-11,103,12,0.2,47
COc1ccc(OC)c(C2/C(=C(\O)c3ccc(OC)c(Cl)c3)C(=O)C(=O)N2CCN(C)C)c1 (configuration not stated),6,97,-0.5,-16,-3,104,5,1.0,-14
COc1ccc(-n2nc(C(=O)NCC(=O)NCC3COc4ccccc4O3)c3ccccc3c2=O)cc1OC (configuration not stated),24,100,1.6,-14,9,100,-2,-0.7,20
CCCCc1ccc(N/C(N)=N/c2nc(C)cc(C)n2)cc1,16,95,58*,97*,41*,103,-2,62*,19
C=CCc1c(C)nc(-c2ccccc2)nc1N/N=C/c1ccncc1,-3,100,-2.1,-17,0,100,-1,-1.1,23
COCCCn1cn[nH]c1=S,5,98,0.0,-8,-4,91,-2,1.2,-27
Nc1ccc(OCC(O)C[n+]2ccc(CCS(=O)(=O)[O-])cc2)cc1 (configuration not stated),9,102,-0.1,-8,-5,96,0,0.6,13
